Source: PubChem BioAssay (several laboratories)
PrPC surface inh: reduces human prion protein on the cell surface; inhibition, % at 13.8 µM; AID 720596; cell surface PrPC, TR-FRET read-out; 0.43% of 370,000 active; P04156; in the data active = inhibition above about 24%; note: 0% = median of the test wells and 100% = reference compound wells
TcdB inh: inhibitors of Clostridioides difficile toxin B glycohydrolase. P18177. TcdB glycohydrolase enzymatic assay, plate reader. inhibition, % at 9.99 µM. AID 652162. 0.24% of 350,000 active; in the data active = inhibition above about 10%
3CLpro inhibitor: SARS-CoV 3CLpro protease inhibition | P0C6X7 | recombinant SARS-CoV 3CLpro, quenched FRET peptide cleavage | inhibition, % at 6 µM | 0.14% of 290,000 active | AID 1706; in the data active = inhibition above about 12%
PfHsp40 yeast: compounds rescuing yeast from Plasmodium falciparum HSP40 toxicity | S. cerevisiae expressing PfHsp40, growth rescue, ATP luminescence | growth rescue, % at 12.5 µM | 0.68% of 340,000 active; in the data active = growth rescue above about 28%, passing the limit was not always enough;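 note: yeast W303a lacking pdr1 and pdr3 grown in galactose medium; growth measured after three days at 30 °C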
Vc quorum ag: quorum light induction in luxS cqsA deficient V. cholerae; V. cholerae BH1578 lux reporter, luminescence, 6 h; activation, % at 18.7 µM; 0.16% of 350,000 active; AID 588436; in the data active = activation mostly above about 9.7%, no sharp cut-off; note: not every result past the cut was called active; inactives centre near 0; reference of the scale not given here
Yp Topo-I inh: inhibitors of Yersinia pestis topoisomerase I; Y. pestis Topo-I cleavage product accumulation, plate reader; activity, % at 10 µM; 0.064% of 360,000 active; in the data active = activity above about 50%, passing the limit was not always enough; note: inactives centre near 2
PriA SSB inh: K. pneumoniae PriA-SSBct interaction inhibition; 0.6% of 430,000 active; AID 1272365; inhibition, % at 33 µM; AlphaScreen SSBct-PriA binding, biotinylated peptide; in the data active = inhibition mostly above about 37%, no sharp cut-off; inactive = mostly below about 20%;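 note: plate controls were negative control peptide for no effect and reference peptide for full effect; strong numbers were not always called active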
Anthrax LF inh2: inhibitors of Bacillus anthracis lethal factor protease; P15917; multiplex microsphere protease cleavage assay, LF; inhibition, % at 10 µM; 0.12% of 360,000 active; AID 588501; note: plate controls were buffer without enzyme for full effect and enzyme alone for no effect
BoNT A protease: BoNT A light chain protease inhibition | multiplex microsphere protease substrate cleavage, flow cytometry | inhibition, % at 10 µM | 0.17% of 360,000 active | AID 588499; note: plate controls were buffer without enzyme for full effect and enzyme alone for no effect
Active calls of the source: *; i = inactive; · = not tested or not shown; & = joins results of further samples. Cut-off read from the data, not from the text of the source, unless noted: active = inhibition above about 30%; inconclusive = no clear call, values can overlap the other calls; inactive = below that. Not all compounds are listed; rates above refer to the full screens.

Values run as follows: PriA SSB inh	PfHsp40 yeast	3CLpro inhibitor	BoNT A protease	Anthrax LF inh2	Vc quorum ag	PrPC surface inh	Yp Topo-I inh	TcdB inh
Cc1cc(/C=N/n2cnnc2)c(C)n1-c1cccc(Cl)c1
    ·	-0.1	-6	-1.3	-6	i	7	8	·
COc1ccccc1NC(=O)CC(=O)c1cccc([N+](=O)[O-])c1
    -7	-0.3	-4	-0.9	4	1.1	-4	-6	0.4
O=C(COC(=O)CCC(=O)c1ccc(F)cc1)Nc1ccc2[nH]c(=O)[nH]c2c1
    -11	-0.1	·	-1.1	-4	3.7	2	-4	0.8
O=C(NCC(=O)N1CCc2ccccc2C1)c1ccccc1Cl
    8	-1.4	-4	-0.6	7	i	7	5	0.9
COc1ccc(C(=O)OC(C)CN2CCN(C)CC2)cc1OC (stereo not drawn)
    -18	0.6	-1	-0.7	0	0.6	-4	-6	·
C=CCN1C(=O)CSc2ccc(C(=O)NCc3cccs3)cc21
    -8	0.2	3	0.8	0	i	5	4	-1.6
Cc1[nH]nc2c1C(C1CC=CCC1)C(C#N)=C(N)O2 (stereo not drawn)
    -3	-1.1	0	0.7	-2	-0.5	-4	0	·
N#CCCN(CCC#N)c1nnc(-c2ccccc2)s1
    12	0.3	-2	-0.3	-3	i	-3	-3	1.1
N#Cc1nc(Cc2cccc3ccccc23)oc1NCCN1CCOCC1
    -2	1.5	1	-0.5	-1	-0.4	12	-10	·
COc1ccc(OC)c(S(=O)(=O)NNC(=S)Nc2ccc3c(c2)OCO3)c1
    -5	0.0	-1	0.0	-4	i	7	6	-0.5
CC(C)[C@H](NC(=O)OC(C)(C)C)C(=O)N1CCC(C(=O)N[C@@H](C)C(=O)Nc2ccc(F)cc2)CC1
    5	-2.0	1	1.6	-2	i	9	-3	-0.6
COc1ccc(OCC(=O)N2CCN(S(=O)(=O)c3ccc(Cl)cc3)CC2)cc1
    -16	-1.4	7	0.1	6	i	-3	-9	·
C=CCOc1cccc(C2C(C(=O)c3ccc(C)o3)=C(O)C(=O)N2CCN2CCOCC2)c1 (stereo not drawn)
    ·	·	·	-0.2	-4	-0.4	-11	2	-0.7
O=c1c([N+](=O)[O-])c(N2CCOCC2)c2ccccc2n1-c1ccccc1
    -13	6.7	-2	-0.5	-5	i	-3	4	0.4
CCOC(=O)c1c(C)nc2c(c(SC)nn2-c2ccccc2)c1N
    -11	-0.4	-6	0.2	-6	i	2	-7	·
CC1(C(=O)Nc2ccc3c(c2)OCCO3)CCN1C(=O)c1ccccc1CCc1ccccc1 (stereo not drawn)
    ·	·	·	-0.1	-4	i	5	40	1.9
O=C(N1CCCC1)C12CC3CC(C1)CC(C(=O)N1CCCC1)(C3)C2
    6	-0.7	3	-0.1	1	i	3	-1	0.8
COc1ccc(C(C)=O)cc1CSc1ccc(S(=O)(=O)N2CCOCC2)cn1
    -6	1.0	·	-0.8	-6	-0.7	4	5	2.2
O=C(O)c1cc(-c2ccc(/C=N/N3C(=O)C4C5C=CC(C6CC56)C4C3=O)o2)ccc1Cl (stereo not drawn)
    ·	0.1	0	-0.5	-5	i	-7	7	-3.7
O=C(CSc1ncn[nH]1)c1ccccc1
    4&10	-0.5	5	0.3	-6	-0.3	4	-4	·
COc1ccc(NC(=O)C2Cc3c(-c4ccc(Cl)cc4)ccnc3O2)cc1 (stereo not drawn)
    ·	·	·	-0.6	4	-0.2	5	24	0.6
CCOC(=O)C1CCN(C(=O)c2ccc(CNS(=O)(=O)c3ccc(OC)cc3)cc2)CC1
    -5	-0.4	3	-0.2	-2	i	-6	20	0.9
CN(CCCn1ccc(N)nc1=O)Cc1ccco1
    ·	·	·	-0.1	0	-1.1	2	-7	0.2
O=C(NC(Cc1ccccc1)C(=O)O)/C(=C/c1cccc([N+](=O)[O-])c1)NC(=O)c1ccco1 (stereo not drawn)
    18	-1.6	5	1.0	-14	-0.3	-7	-6	0.3
CCSc1nc(C)cc(C)c1S(=O)(=O)c1ccccc1C
    -6	0.4	4	-1.0	1	4.2	9	28	·
C/C(=C\c1ccccc1)CN1CCN(C)CC1
    -16	0.6	-4	-2.1	-13	-0.6	-1	6	1.3
CCCn1cc(C(CC(=O)O)C(=O)O)c2ccccc21 (stereo not drawn)
    -6	-0.7	0	-1.2	0	i	-5	-7	·
CN(C)CCNC(=O)c1cccc2c(-c3ccc(F)c(F)c3)coc12
    ·	·	·	0.0	0	i	-11	-6	1.7
Cc1ccc(-c2ccc(=O)n(Cc3cc(C)ccc3C)n2)cc1
    -13	1.5	8	0.8	-1	i	3	43	1.6
COc1ccc(N(CC(=O)Nc2ccccc2Cl)S(=O)(=O)c2ccc(C)cc2)cc1OC
    -17	-0.3	-1	-3.4	3	-0.5	-2	39	1.9
Cc1cc2nnc(SCC(=O)N3CCCCC3)n2c(N)n1
    4	-0.9	6	-0.7	7	-1.6	-2	-14	1.2
C[C@H]1COC(=O)[C@@H](CC(=O)OC(C)(C)C)C/C=C\C[C@H](CC(=O)NCCO)C(=O)N1
    -13	-0.3	·	-0.1	-9	i	1	4	2.0
CCN1CCN(S(=O)(=O)c2ccc(Cl)c(C(=O)Nc3cc(Cl)ccc3N3CCOCC3)c2)CC1
    -4	-2.3	-1	-2.3	-2	1.1	-5	30	0.7
CCCCn1c(=N)n(CC(O)COc2ccccc2)c2ccccc21 (stereo not drawn)
    -6	-0.3	-5	-0.3	0	i	-1	8	·
Cc1ccc(NC(=O)CSC(C)C(=O)OCC(=O)N2CCN(C(=O)c3ccco3)CC2)cc1 (stereo not drawn)
    -6	1.3	·	1.1	0	-0.7	-3	26	2.4
CC(NS(=O)(=O)c1ccccc1)c1n[nH]c(=S)n1-c1ccccc1 (stereo not drawn)
    -11	0.4	2	-0.5	-4	i	7	-2	1.3
COC(=O)c1ccc(S(=O)(=O)c2ccc(C(=O)OC)s2)s1
    -2	·	8	·	·	·	8	·	4.1
CCC1Oc2ccc(C)cc2N(CC(=O)N(Cc2cccnc2)Cc2cccc(F)c2)C1=O (stereo not drawn)
    -1	0.8	1	-2.2	-5	7.1	-1	-2	·
O=c1c2[nH]cnc2n(-c2cccc(Br)c2)c(=O)n1Cc1ccccc1
    -3	-2.2	-2	-2.9	-1	i	0	-3	-0.5
Cc1ccc(S(=O)(=O)Nc2ccc3cn[nH]c3c2)cc1C
    -4	·	·	0.5	7	-0.5	1	0	3.5
CN1/C(=C\C=N\NC(=O)c2ccccc2Br)C(C)(C)c2ccccc21
    ·	-1.0	-1	0.4	-4	-0.2	-3	4	·
FC(F)(F)c1ccc(NCc2ccccn2)nc1
    -21	-1.0	-6	0.5	-5	i	-5	6	1.1
COc1ccc(CCC(=O)NCc2cn3ccccc3n2)cc1
    -8	1.2	-1	0.9	4	2.6	-3	3	1.8
N#Cc1ccc(NC(=O)Nc2cccc(C#N)c2)cc1
    -10	-0.6	3	-9.4	-1	i	18	-3	0.3
Cc1[nH]c2ccccc2c1C(=O)COC(=O)c1c(-c2c(F)cccc2Cl)noc1C
    -4	4.6	5	0.3	0	i	-3	-9	·
CCCCOC(=O)C1[C@H]2C(=O)N(Cc3cccs3)C[C@]23C=C[C@H]1O3 (stereo partly drawn)
    -7	-0.1	-3	-0.3	-3	-5.6	-4	15	·
COc1cccc(-n2nnnc2SCC(=O)Nc2nc3c(s2)CCCC3)c1
    -9	1.6	-1	-0.9	-7	i	-4	29	·
Cc1ccccc1CNC(=O)Cn1ccc2cc(S(=O)(=O)N3CCCCCC3)ccc21
    -1	0.9	6	0.3	1	-0.2	6	19	1.5
COc1ccccc1NC(=O)C(C)N(C)CC(=O)Nc1cccc2ccccc12 (stereo not drawn)
    -7	0.0	·	-0.1	-7	0.6	7	12	1.5
Cc1ccc(C)c(-n2ccnc2SCC(=O)c2c(N)n(C3CC3)c(=O)[nH]c2=O)c1
    2	0.9	·	-0.6	2	-2.1	-5	4	0.8
CN(CC(=O)Nc1ccccc1Cl)C(=O)COC(=O)c1ccc([N+](=O)[O-])cc1Cl
    10	-0.1	·	3.0	1	i	-7	3	1.0
COc1ccc(C(=O)OC/C(O)=C(\C#N)c2nc3ccccc3[nH]2)cc1S(=O)(=O)N1CCOCC1
    -5	-1.3	1	0.9	2	1.4	-1	3	·
COC(Cc1n[nH]c(=S)n1-c1ccc(Cl)cc1)OC
    -4	2.7	-1	0.2	-6	3.1	-4	0	·
C/C(=N\O)c1c(O)cc(-c2ccccc2)n(-c2ccccc2)c1=O
    ·	-0.4	5	0.0	-8	-1.6	-5	-3	3.2
CC(=O)N1CC(C)Sc2ccc(S(=O)(=O)NC3CCCCC3C)cc21 (stereo not drawn)
    0	-0.3	0	1.1	0	0.4	4	13	1.0
N#Cc1ccc(OCCOCCNC2CCCC2)cc1
    -21	-0.8	2	-0.2	-1	-0.2	3	2	1.5
COc1ccc(-c2cc(=O)c3ccccc3n2C)cc1
    2	-0.4	0	-1.0	1	-3.6	2	7	·
CN(C)S(=O)(=O)c1ccc(N)c([N+](=O)[O-])c1
    -1	-1.0	0	-0.2	2	-0.7	-18	1	0.9
CCC1OC(C2CC2)CC2=C1C(=O)OC(C)(C)O2 (stereo not drawn)
    ·	·	·	-0.2	3	·	1	·	-0.5
O=C1NN=C(c2ccccc2)CC1c1ccc(Cl)cc1Cl (stereo not drawn)
    -1	15	-4	0.1	5	1.2	5	2	1.3

The list goes on:
Values run as follows: PriA SSB inh	PfHsp40 yeast	3CLpro inhibitor	BoNT A protease	Anthrax LF inh2	Vc quorum ag	PrPC surface inh	Yp Topo-I inh	TcdB inh
O=C(NC1=NCCS1)c1ccc(Cl)cc1
    -5	0.1	2	4.1	1	i	-1	-18	-0.2
COc1ccc(N2CCN(C(=O)CCS(=O)(=O)c3ccc4c(c3)CCN4C(=O)C3CC3)CC2)cc1
    -7	0.2	-4	-1.4	-4	-0.4	2	21	-1.4
Cc1ccc(-n2nnc3c(=O)n(CC(=O)N4CCOCC4)cnc32)cc1
    -7	-0.1	2	-0.1	-6	-0.2	-1	-1	0.8
Cc1ccc(N=C2C(=O)Nc3c(C)cccc32)cc1
    -1	0.3	-2	1.7	-14	i	-7	3	1.1
COc1cc(OC)cc(C(=O)N(Cc2ccco2)c2c(N)n(Cc3ccccc3)c(=O)[nH]c2=O)c1
    0	-0.2	·	-0.8	-2	i	3	3	-1.2
CCCOc1ccc(C(=O)CCC(=O)NNC(=O)c2ccncc2)cc1
    0	0.6	-2	1.4	1	-0.5	5	-1	1.0
O=C(c1[nH]ncc1-c1ccc(Cl)cc1)C1CO1 (stereo not drawn)
    -3	·	2	-9.7	-2	-0.4	0	-3	0.2
CCc1nc(SCC(=O)NCCc2ccccc2)c2oc3ccccc3c2n1
    6&-9	-0.4	-2	-0.2	3	i	-1	5	0.1
Cc1[nH]c2ccc(C(=O)NCCCN(C)C3CCCCC3)cc2c1C
    10	0.4	-6	1.7	-3	-0.3	-5	-2	-7.3
CC(=O)c1ccc(S(=O)(=O)NCCC(=O)OC(C)C(=O)Nc2ccc(F)cc2)cc1 (stereo not drawn)
    4	0.2	·	2.0	2	-2.9	9	0	-0.2
Cc1cc(C)c(NC(=O)COC(=O)c2cccc3c2C(=O)c2ccccc2C3=O)c(C)c1
    -7	1.3	-1	0.0	-1	1.0	-13	2	·

Whole records, quoted from the list.
`Cc1ccc(C)c(-n2ccnc2SCC(=O)c2c(N)n(C3CC3)c(=O)[nH]c2=O)c1` as listed: PriA SSB inh: 2; PfHsp40 yeast: 0.9; 3CLpro inhibitor: ·; BoNT A protease: -0.6; Anthrax LF inh2: 2; Vc quorum ag: -2.1; PrPC surface inh: -5; Yp Topo-I inh: 4; TcdB inh: 0.8
`O=c1c2[nH]cnc2n(-c2cccc(Br)c2)c(=O)n1Cc1ccccc1` as listed: PriA SSB inh: -3; PfHsp40 yeast: -2.2; 3CLpro inhibitor: -2; BoNT A protease: -2.9; Anthrax LF inh2: -1; Vc quorum ag: i; PrPC surface inh: 0; Yp Topo-I inh: -3; TcdB inh: -0.5
